# Source: PubChem BioAssay (University of Kansas High Throughput Screening Laboratory)
# Pf apPOL inh: Pf-apPOL DNA polymerase inhibition; 210,000 tested, 0.25% active; Recombinant Pf-apPOL, molecular beacon fluorescence, 1.5 h; inhibition, % at 10 µM; AID 1794808
# mHTT-CaM PPI inh: disrupts binding of mutant huntingtin to calmodulin; P42858; AlphaScreen His-mHTT/GST-CaM binding, luminescence; inhibition, % at 15 µM; 190,000 tested, 3.6% active; AID 1671202;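 also: 0% = both proteins with DMSO and 100% = one protein alone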
# Starred values were filed as active, the others as inactive; · = no result given; & = joins results of further samples. Rule as the data show it: active = inhibition above about 50%; inactive = the rest.
SMILES,Pf apPOL inh,mHTT-CaM PPI inh
CCOC(=O)[C@]12Cc3cc(OC)ccc3[C@H]1N(CCC(=O)OC)C(=O)c1cc(OC)ccc12,-8.0,-15.7
O=[N+]([O-])c1ccc(N2CCN(Cc3ccc(Cl)cc3Cl)CC2)cc1,-3.7,16.8
COc1ccc(CC(C)NCC2CCCO2)cc1OC (configuration not stated),-1.6,-2.1
O=[N+]([O-])c1ccc(NCCOc2ccccc2F)c2ncccc12,3.2&8.7,0.0&-2.0
CN(C)C(=O)Oc1cccc(NC(=O)c2cc(Cl)cc(Cl)c2)c1,7.9&-2.8,·
O=S1(=O)CC2(N3CCOCC3)CCCCCCC21 (configuration not stated),34.7,4.0
CC12CCC(O)CC1=CCC1C2CCC2(C)C(O)C(=Cc3ccccc3)CC12 (configuration not stated),-5.3,33.9
CCc1ccc(C=C(C#N)C#N)s1,·,10.3
COc1ccc2c(c1)C1(CCN(S(=O)(=O)c3cc(F)ccc3C)C1)C(=O)N2C (configuration not stated),-2.9,9.3
COc1ccccc1CCNCc1cccc([N+](=O)[O-])c1,-3.1,-4.4
COc1ccc(CC(=O)N2CCN(CC(F)(F)F)CC2)cc1,-3.2,-15.1
Cc1nc(C(=O)Nc2ccc(OC(F)(F)F)cc2)c(C)n1C1CCN(C)CC1,-16.4,15.5
COc1ccc2c(c1)C1(CCN(C(=O)Cc3ccccc3Cl)C1)C(=O)N2C (configuration not stated),-1.8,18.2
COC(=O)c1ccc(C=C2Oc3cc(OC(=O)N(C)C)ccc3C2=O)cc1,-5.8,3.8
Cc1ccc(C)c(N2CCN(Cc3ccc([N+](=O)[O-])cc3)CC2)c1,-3.8,40.7
Cc1[nH]cnc1CN1CCN(C)CC1,-2.9,-1.4
CCc1nc2ccc(Br)cc2c(=O)n1-c1ccc(Cl)cc1,-3.6,-20.3
CCSc1nccc(OC(NC(=O)c2ccccc2)C(Cl)(Cl)Cl)n1 (configuration not stated),-4.8,-1.0
COc1cccc(-n2c(Cc3cccc([N+](=O)[O-])c3)nc3ccccc3c2=O)c1,-7.3,3.4
CN(C)C(=O)Oc1ccc2c(=O)c(-c3nc4ccccc4s3)coc2c1,-5.7,-8.3
CC12CCC3C(CC=C4CC(O)CCC43C)C1C/C(=C\c1cccs1)C2=O (configuration not stated),-0.9,20.0
COc1ccc(N2C(=O)CC(=O)NC2=O)cc1,-10.1,3.2
COc1ccc2c(c1)C1(CCN(C(=O)Cc3ccc(C)cc3)C1)C(=O)N2C (configuration not stated),-5.6,1.6
Cc1ccccc1N1CCN(Cc2ccc(F)cc2)CC1,-3.2,-15.8
COc1ccccc1-n1c(Cc2cccc([N+](=O)[O-])c2)nc2ccccc2c1=O,-3.3,5.5
CCCCCCC1C(=O)NC(=S)NC1=O,1.1,-0.3
CCN1CCN(Cc2cc(Br)c(OC)cc2OC)CC1,-0.5,-0.6
CC(=O)Nc1cccc(OC(NC(=O)c2ccco2)C(Cl)(Cl)Cl)c1 (configuration not stated),3.4,14.0
O=[N+]([O-])c1ccc(O)c(CN2CCN(c3cccc(Cl)c3)CC2)c1,3.2,17.8
CNCC(O)c1ccc(O)cc1 (configuration not stated),-6.1&-9.5,·
CC12NC(=O)CN1CCc1ccccc12 (configuration not stated),1.9,·
CCCCS(=O)(=O)N1CCC2(C1)C(=O)Nc1ccc(OC)cc12 (configuration not stated),-5.2,10.0
Cc1ccc(C(C)C)c(OC(=O)N(C)C)c1CN(C)C,-2.6,-2.9
CCC(=O)N1CCc2cc(N3CC(C(=O)N4CCC5(CC4)OCCO5)CC3=O)ccc21 (configuration not stated),-4.6,-1.5
C=CCSc1nc2ccccc2c(=O)n1-c1ccccc1F,9.5,-35.1
CC1CN(c2ccc([N+](=O)[O-])c(N3CCCCC3)c2)CCN1 (configuration not stated),-5.6,6.3
CN(C)Cc1ccc(OC(=O)N(C)C)c([N+](=O)[O-])c1,-5.3,2.0
N#Cc1cccc(NC(=O)C(Cl)(Cl)Cl)c1,-10.0,·
CCCCCN(C)CCC(O)(P(=O)(O)O)P(=O)(O)O,4.6,·
O=[N+]([O-])c1ccc(N2CCNCC2)cc1N1CCCC1,-2.5,15.3
CCOC(=O)c1c(C)n(C2CC2)c2ccc(OC)cc12,-2.9,·
O=c1c2ccccc2[nH]c(=S)n1-c1ccc2c(c1)OCCO2,-8.6,·
NCCc1c[nH]c2ccc(F)cc12,3.9,-0.4&1.9
CCOC(=O)[C@]12Cc3cc(OC)ccc3[C@H]1N(C(C)C)C(=O)c1ccccc12,-5.3,-26.7
COc1ccc(-n2nnnc2C2(N3CCOCC3)CCCCC2)cc1,-2.6,1.0
COc1ccc(CN2CCC(N)C2)cn1 (configuration not stated),-3.2,15.0
CC(=O)OC1CC2(C)C(c3ccoc3)CC3OC32C2(C)C(=O)C(O)=C3C(C)(C)C(=O)C=CC3(C)C12 (configuration not stated),-12.1,·
NCC(O)CNc1ccc([N+](=O)[O-])c2cccnc12 (configuration not stated),-9.8,25.0
Nc1c(Br)cc(Br)cc1Br,-3.9,39.0
Cc1cc(C)n2nc(SCC(=O)N3CCC4(CC3)OCCO4)nc2n1,-8.5,0.0

# The list continues:
SMILES,Pf apPOL inh,mHTT-CaM PPI inh
NC(=O)COc1c(F)cc(SCCNS(=O)(=O)c2ccccc2)cc1F,19.2,·
c1cc2c(cc1CCNCc1ccc3c(c1)OCO3)OCO2,3.4,3.0
CC1N=C(c2ccccc2)c2ccccc2N(CC(=O)NCCC2=CCCCC2)C1=O (configuration not stated),-8.8,-3.0
COc1ccc(N2CCN(Cc3ccc(Cl)cc3Cl)CC2)cc1,-5.4,61.0*
CCN1CCN(Cc2ccc(OC)c(OC)c2)CC1,-1.1,-5.1
CCCCCCC(=O)CCCCCCC=CCC(O)C(O)C(N)(CO)C(=O)O (configuration not stated),-9.4,·
COCCNC(=O)c1cn(C)c2ncccc12,-6.3,-6.8
CC(=O)c1c(C)n(Cc2ccco2)c2ccc(O)cc12,-0.2,-0.1
Cc1ccc(CN2CCN(c3ccc(F)cc3)CC2)cc1,-0.7,8.2
O=C1CNC(c2ccccc2Cl)c2cc(Br)ccc2N1 (configuration not stated),-0.6,61.0*
CN(C)C(=O)Oc1ccc2c(=O)c(-c3ccc4c(c3)OCCO4)coc2c1,-2.9,-5.8
CN1CCCC1c1cccnc1N (configuration not stated),-4.0,-6.4
CCN(CC)C(C)C(=O)c1ccccc1 (configuration not stated),-2.8,-2.5
COc1ccc(CC(=O)N2CCCN(C3CCN(CC4CC4)C3=O)CC2)cc1Cl (configuration not stated),1.8,5.4
O=[N+]([O-])c1ccc(CN2CCN(Cc3ccccc3)CC2)cc1,-2.2,3.2
CCN1CCN(c2ccc([N+](=O)[O-])cn2)CC1,-8.6,1.3
COc1ccc2c(c1O)-c1cccc3c1[C@@H](C2)N(C)CC3,-16.3,·
CC1=CC(=C2C(=O)NC(=O)NC2=O)C=C(C)N1CCO,-3.3,-4.0
Clc1ccc(N2CCN(Cc3ccc4c(c3)OCO4)CC2)cc1,-3.1,18.7
O=C1c2ccccc2C(=O)N1Cc1nc2ccccc2c(=O)n1-c1nccs1,-0.9,-1.8
Cc1ccc(CS(=O)(=O)CCC(=O)N2CCC3(CC2)OCCO3)cc1,-12.3,0.0
O=C1C2CCCN2C(c2ccc(Cl)c(Cl)c2)N1c1ccccn1 (configuration not stated),-1.7,-2.6
Cc1cccc(OP(N)(=O)Oc2cccc(C)c2)c1,-3.0,4.0
Fc1cc(C2NCc3ccccc3-n3cccc32)cc(F)c1F (configuration not stated),·,10.4
CCOC(=O)[C@]12Cc3cc(OC)ccc3[C@H]1N(Cc1ccccc1)C(=O)c1cc(F)c(F)cc12,-4.1&0.7,-6.8&-12.3
CC(C)C[C@H]1COc2cccc(N3CCN(C)CC3)c2S(=O)(=O)N1,-5.8,-2.4
Cn1cc(/C=C2\C(=O)NC(=O)N(c3ccc(Cl)cc3)C2=O)c2ccccc21,-9.0,-1.0
O=C(NCCOC(=O)C(Cl)(Cl)Cl)C(Cl)(Cl)Cl,-2.7,·
COc1cccc(CCNCc2ccc(F)cc2)c1,4.3,-21.4
O=C(NC1CN2CCC1CC2)c1cccc(Cl)c1 (configuration not stated),6.4,·
CC(=O)Nc1cc(N2CCN(C)CC2)ccc1[N+](=O)[O-],-12.8,4.6
CCCOc1c(Br)cc(C=C2C(=O)NC(=O)NC2=O)cc1OCC,-14.2,1.0
N[C@@]1(C(=O)O)CC[C@@H](C(=O)O)C1,-5.7,·
COc1ccc(CN2CCN(c3ccccc3C)CC2)cc1OC,-2.8,6.1
O=C(c1cccn2c(=O)c3ccccc3nc12)N1CCC2(CC1)OCCO2,-5.8,9.0
CCCCCOc1ccc2c(c1)oc(=O)c1ccccc12,0.4,-35.0
CCOc1ccc(CN2CCN(c3ccccc3OC)CC2)cc1,-1.3,-2.7
CC(C)(CO)Nc1ccc([N+](=O)[O-])c2cccnc12,-5.6,13.0
O=[N+]([O-])c1ccc(NCc2ccccc2)c2ncccc12,-6.8,8.0
O=[N+]([O-])/C=C/c1ccccc1OCc1ccc(F)cc1,-1.3,12.9
O=c1[nH]c(=O)n(-c2ccccc2F)c(O)c1C=NCCC1=CCCCC1,-1.6,0.0
CCc1ccc(C(=O)N2CCC3(C2)C(=O)N(C)c2ccc(OC)cc23)cc1 (configuration not stated),-5.4,27.2
O=[N+]([O-])c1ccccc1CNCCc1ccccc1,0.5,-1.5
COc1cc(/C=C/[N+](=O)[O-])ccc1OCc1ccccc1F,-1.6,11.6
COc1ccc(CN2CCN(C(=O)COc3ccccc3)CC2)cc1Br,7.2,21.2
CCCCSc1nc2ccccc2c(=O)n1-c1ccc(OC)cc1,-0.6,1.8
CN1CCC(N(C)Cc2cccnc2)CC1,-4.9,-6.1
COc1ccc(-n2c(/C=C/c3ccc(O)c(OC)c3)nc3ccccc3c2=O)cc1,-3.8,10.1
COc1ccc2c(c1)C1(CCN(C(=O)Nc3ccc(OC)c(F)c3)C1)C(=O)N2C (configuration not stated),-4.5,0.4
CCSc1nc2ccccc2c(=O)n1-c1ccc(Cl)cc1,2.2,-9.9

# Entries above with a cyano group, in the order listed:
SMILES,Pf apPOL inh,mHTT-CaM PPI inh
CCc1ccc(C=C(C#N)C#N)s1,·,10.3
N#Cc1cccc(NC(=O)C(Cl)(Cl)Cl)c1,-10.0,·

# Back to the main list with the four entries that preceded the break.
SMILES,Pf apPOL inh,mHTT-CaM PPI inh
CN1CCC(N(C)Cc2cccnc2)CC1,-4.9,-6.1
COc1ccc(-n2c(/C=C/c3ccc(O)c(OC)c3)nc3ccccc3c2=O)cc1,-3.8,10.1
COc1ccc2c(c1)C1(CCN(C(=O)Nc3ccc(OC)c(F)c3)C1)C(=O)N2C (configuration not stated),-4.5,0.4
CCSc1nc2ccccc2c(=O)n1-c1ccc(Cl)cc1,2.2,-9.9
CC(C)c1ccc(CN2CCN(c3ccccc3F)CC2)cc1,-2.5,20.3
COc1ccc(CCNCc2c[nH]c3ccccc23)cc1,-3.3,5.2
CCCN(Cc1cccnc1)CC1CC1,-5.5,0.6
Cc1cccc(CN2CCN(CCO)CC2)c1,-7.0,-7.3
CCN(C(=O)CN1C(=O)C(C)N=C(c2ccccc2)c2ccccc21)c1cccc(C)c1 (configuration not stated),-0.6,26.0
COC(=O)c1n[nH]c([N+](=O)[O-])c1[N+](=O)[O-],·,-4.5
COc1ccc2c(c1)C1(CCN(C(=O)Nc3ccc(C)cc3)C1)C(=O)N2 (configuration not stated),-0.2,4.7
O=C1NC(=O)N(c2ccccc2F)C(=O)/C1=C/c1cn(CC(=O)N2CCOCC2)c2ccccc12,-0.8,28.0
CN(C)C(=O)Oc1ccc2c(c1)OC(=Cc1cccc([N+](=O)[O-])c1)C2=O,0.2,7.1
C(#CCN1CCOCC1)COCC#Cc1ccccc1,-5.5,2.0

# Among those listed so far, these contain a CF3 group:
SMILES,Pf apPOL inh,mHTT-CaM PPI inh
COc1ccc(CC(=O)N2CCN(CC(F)(F)F)CC2)cc1,-3.2,-15.1
Cc1nc(C(=O)Nc2ccc(OC(F)(F)F)cc2)c(C)n1C1CCN(C)CC1,-16.4,15.5

# Returning to the listing with the four entries that preceded the break.
SMILES,Pf apPOL inh,mHTT-CaM PPI inh
COc1ccc2c(c1)C1(CCN(C(=O)Nc3ccc(C)cc3)C1)C(=O)N2 (configuration not stated),-0.2,4.7
O=C1NC(=O)N(c2ccccc2F)C(=O)/C1=C/c1cn(CC(=O)N2CCOCC2)c2ccccc12,-0.8,28.0
CN(C)C(=O)Oc1ccc2c(c1)OC(=Cc1cccc([N+](=O)[O-])c1)C2=O,0.2,7.1
C(#CCN1CCOCC1)COCC#Cc1ccccc1,-5.5,2.0
Cc1ccc2c(c1)C(Cc1nc3ccccc3c(=O)n1-c1ccccc1)C(=O)N2 (configuration not stated),-5.9,41.9
O=C1NC(=O)C(=Cc2ccc(Sc3ccc(Cl)cc3)o2)C(=O)N1,-15.8,6.0
O=C(NC1CCCCC1)[C@@H]1CC=C[C@@H]2CCN(Cc3ccccc3)C(=O)[C@@H]21,0.9,23.4
COc1cccc(N2CCN(Cc3ccccc3F)CC2)c1,-3.6,40.9
c1ccc2c(c1)CCc1c-2[nH]c2ccccc12,-4.8,62.5*
Cc1cccc(NC(=O)CN2C(=O)CN=C(c3ccccc3)c3cc(Cl)ccc32)c1C,-19.5,54.0*
COc1ccc2[nH]cc(CN(C)C)c2c1,-10.8,·
O=C(Cn1cnc([N+](=O)[O-])n1)Nc1ccc(Cl)cc1C(=O)c1ccccc1,16.8,12.0
CCCCn1c(=O)c(C(=O)NCc2ccccn2)c(O)c2ccccc21,-4.6&-5.4,27.0&24.5
C#CCOc1ccccc1/C=C/[N+](=O)[O-],0.1,7.3
O=C(CN1CCCC1=O)NCCc1ccccc1,-5.2,-4.9
O=[N+]([O-])c1ccc(N2CCNCC2)cc1NCC1CCCO1 (configuration not stated),3.4,4.5
CN1C(=O)N(CC(=O)c2ccccc2)C(=O)C(C)(C2=CCCCC2)C1=O (configuration not stated),-2.2,-5.0
O=C(NCc1ccccc1Cl)C(Cl)(Cl)Cl,0.7,-9.0

# This is a subset; rates above refer to the full screens.
